# Compound activity deposited in PubChem BioAssay by several laboratories.
# M1 PAM parental: M1 PAM counterscreen hit in parental CHO-K1 cells | ATP EC20, Fluo-8 calcium fluorescence; 0% at ATP EC20, 100% at ATP max | activation, % at 3 µM | 0.02% of 360,000 active | AID 602247;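 active = activation above the run cutoff, the mean activation of all test compounds plus 3 SD, cut at about 40% in these data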;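 note: peak over basal fluorescence ratio in a 140 s read after ATP addition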
# TAAR1 agonist: human TAAR1 agonism | Q96RJ0 | activation, % at 3 µM | CHO RD-HGA16 TAAR1, Fluo-8 calcium fluorescence; vehicle wells 0%, saturating PEA agonist 100% | 0.99% of 360,000 active | AID 624467;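 active = activation above the mean activation of all test compounds in the run plus 3 SD, cut at about 38% in these data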
#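 Signal – calcium-sensitive Fluo-8 signal, excitation 470-495, emission 515-575 nm · System – RD-HGA16 (CHO) cells co-expressing Gα16 and hTAAR1 · Incubation – 17-24 h seeding, 75 min 37 °C dye, 30 min RT · Compound dosing – 3 µM single concentration · Repeats – no replicates (n 1)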
# CRFBP-R2 agonist: CRF-BP/CRF-R2 complex agonism. 0.46% of 350,000 active. HEK293 CRF-R2/CRF-BP, calcium dye fluorescence (FLIPR); percent of saturating CRF peptide response. AID 588473. activation, % at 13.2 µM;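 active = activation of at least 50%, plus an integration ratio under a set limit after plate pattern correction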;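 note: plate controls were neutral control wells without compound for no effect and CRF at EC100 for full effect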
# CHRM4 PAM: positive allosteric modulators of human muscarinic M4 receptor | P08173 | CHO-K1 hM4/Gqi5, Fluo-8 calcium fluorescence, ACh EC20; 0% = ACh EC20, 100% = maximal ACh | activation, % at 3 µM | 0.4% of 360,000 active | AID 624126;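 active = activation above its plate's cutoff, the mean activation of sample wells plus 3 SD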; note: some results filed as inactive read as strong as hits
# Target sequence (P08173 whole entry, looked up): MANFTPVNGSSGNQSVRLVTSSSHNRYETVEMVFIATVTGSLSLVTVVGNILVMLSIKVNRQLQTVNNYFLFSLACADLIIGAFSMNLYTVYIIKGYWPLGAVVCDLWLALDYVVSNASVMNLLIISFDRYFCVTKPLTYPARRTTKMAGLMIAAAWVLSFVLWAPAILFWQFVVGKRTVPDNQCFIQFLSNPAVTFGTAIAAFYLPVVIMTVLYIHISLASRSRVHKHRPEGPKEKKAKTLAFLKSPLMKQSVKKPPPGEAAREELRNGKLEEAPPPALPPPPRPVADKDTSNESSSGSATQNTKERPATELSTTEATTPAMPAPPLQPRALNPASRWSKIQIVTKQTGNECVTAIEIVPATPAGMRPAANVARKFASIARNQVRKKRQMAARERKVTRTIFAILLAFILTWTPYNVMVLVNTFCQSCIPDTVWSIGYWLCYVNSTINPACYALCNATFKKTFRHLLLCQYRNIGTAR
# CRFBP-R2 block: blocks CRF-induced signaling of the CRF-BP/CRF-R2 complex; HEK293 CRF-R2/CRF-BP, CRF-induced calcium fluorescence; inhibition, % at 11.8 µM; 0.59% of 350,000 active;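 active = inhibition of the ligand-induced calcium signal above about 50% at the single tested concentration, limit read from the data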
# CHRM5 PAM: positive allosteric modulators of human muscarinic M5 receptor; AID 624038; activation, % at 3 µM; CHO-K1 hM5, Fluo-8 calcium, ACh EC20 PAM; 0% = ACh EC20, 100% = ACh EC100; 0.3% of 360,000 active;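 active = activation above the run cutoff, the mean activation of all test compounds plus 3 SD, cut at about 18% in these data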
# Target sequence (P08912 whole entry, looked up): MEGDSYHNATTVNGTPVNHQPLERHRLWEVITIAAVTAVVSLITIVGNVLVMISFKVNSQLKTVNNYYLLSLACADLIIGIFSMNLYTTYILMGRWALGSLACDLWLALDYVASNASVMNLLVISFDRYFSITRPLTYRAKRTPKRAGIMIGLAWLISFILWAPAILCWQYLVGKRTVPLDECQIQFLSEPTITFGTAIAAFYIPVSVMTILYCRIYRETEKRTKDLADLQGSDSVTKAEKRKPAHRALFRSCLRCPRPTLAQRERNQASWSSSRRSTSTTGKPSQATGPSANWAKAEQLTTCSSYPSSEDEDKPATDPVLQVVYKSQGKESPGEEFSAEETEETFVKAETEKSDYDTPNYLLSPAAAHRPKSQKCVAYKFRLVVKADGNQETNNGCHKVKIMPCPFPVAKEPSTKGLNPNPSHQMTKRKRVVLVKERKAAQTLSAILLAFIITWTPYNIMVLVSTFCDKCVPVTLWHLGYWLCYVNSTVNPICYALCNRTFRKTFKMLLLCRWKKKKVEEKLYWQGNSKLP
#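 system = human M5 receptor in CHO-K1 cells | reagent = EC20 acetylcholine as agonist stimulus | compound dosing = single-point, 3 µM nominal | incubation = Fluo-8 loading 80 min at 37 °C plus 30 min room temperature | detection = Fluo-8 calcium dye fluorescence, kinetic read | benchmarks = low control EC20 acetylcholine (0%), high control EC100 acetylcholine (100%)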
# M5 ag: agonists of human muscarinic M5 receptor (CHRM5); AID 624037; activation, % at 3 µM; 0.19% of 360,000 active; CHO-K1 hM5 cells, Fluo-8 calcium fluorescence; 0% DMSO wells, 100% maximal acetylcholine response;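 active = activation above the run's mean over test compounds plus 3 SD, cut at about 23% in these data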;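 note: signal is peak over basal fluorescence ratio across the kinetic read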
# TAAR1 antagonist: antagonists of human TAAR1 | Q96RJ0 | CHO RD-HGA16 TAAR1, Fluo-8 calcium fluorescence, antagonist | inhibition, % at 3 µM | 1.5% of 360,000 active | AID 624466;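 active = inhibition above a per-plate cutoff, the mean inhibition of test compounds on that plate plus 3 SD, cut at about 49% in these data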;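 note: 0% = DMSO plus EC80 beta-PEA response and 100% = DMSO alone without agonist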
#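 System: CHO RD-HGA16 cells bearing hTAAR1. Reagent: EC80 β-phenethylamine stimulus. Schedule: seeding 17-24 h prior, 75-min 37 °C, 30-min RT dye loading. Signal: Fluo-8 intracellular calcium dye fluorescence, real-time kinetic reads. Read-out: % inhibition from peak post-agonist over basal fluorescence ratio. Benchmarks: vehicle wells and EC80 agonist wells. Replicates: n of 1.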
# CHRM5 antagonist: blocks acetylcholine activation of human M5 receptor | inhibition, % at 3 µM | CHO-hM5 cells, Fluo-8 calcium fluorescence, ACh EC80 | 0.59% of 360,000 active;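 active = inhibition above a per-plate cutoff, the mean of that plate's test compounds plus 3 SD, cut at about 27% in these data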;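 note: 0% = acetylcholine EC80 with DMSO and 100% = DMSO without agonist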
# Starred values were filed as active, the others as inactive; x = not tested or not shown. An unsorted share of the library, and some 4.2% of all compounds hit somewhere here.
1	COc1ccc2c(c1OC)C(C1c3c(cc4c(c3OC)OCO4)CCN1C)OC2=O (centres undefined)
2	Cn1nnc2cc(C(=O)N3CCC(c4ccccc4)C3)ccc21 (centres undefined)
3	COCCNCC(=O)Nc1ccc(C)c(S(=O)(=O)N2CCCCC2)c1
4	COC(=O)C(C)Sc1nc(NCc2ccccc2)nc(N(C)C)n1 (centres undefined)
5	COc1ccc(CNCC(C)NCc2ccc(OC)c(OC)c2)cc1OC (centres undefined)
6	COc1cc(/C=C/c2nc3ccccc3c(=O)[nH]2)ccc1O
7	CN(CC(=O)NC1CCCCCC1)S(=O)(=O)c1cnc[nH]1
8	CC1(C)CC(=O)C=C(c2ccc(COC(=O)c3cc(F)cc(F)c3)cc2)C1=O
9	CCN(C(=O)CSc1nnc(-c2ccc(C)cc2)n1N)c1c(N)n(Cc2ccccc2)c(=O)[nH]c1=O
10	OC[C@@H](O)[C@@H](O)CO

assay / entry	1	2	3	4	5	6	7	8	9	10
M1 PAM parental	7	16	15	10	11	17	-2	3	6	-13
TAAR1 agonist	11	3	2	2	-1	7	0	0	1	0
CRFBP-R2 agonist	-1.9	1.8	0.2	0.9	0.8	-0.3	0.2	0.5	-0.6	0.1
CHRM4 PAM	2	5	5	6	1	-4	-9	-8	7	-5
CRFBP-R2 block	-12	1	-3	12	5	-2	25	-5	3	11
CHRM5 PAM	8	-3	2	9	0	-2	-4	-4	4	-3
M5 ag	-1	-6	1	5	-2	2	0	1	2	1
TAAR1 antagonist	-4	0	8	-30	-10	-11	-6	36	-26	-13
CHRM5 antagonist	1	-4	8	-7	8	-7	0	3	2	8

11	CCn1cc(/C=N\NC(=O)C2(C)CC2(Cl)Cl)c(C)n1 (centres undefined)
12	O=C(CN1CCN(S(=O)(=O)c2ccc(Cl)cc2)CC1)Nc1ccc2c(c1)OCO2
13	CC(NC(=O)CNC(=O)c1ccccc1Br)c1cccs1 (centres undefined)
14	CN(C)CCCN(C(=O)c1sc2ccccc2c1Cl)c1nc2c(F)cccc2s1
15	NC(=O)CC(NC(=O)c1ccccc1)c1ccc(N2CCC(Br)CC2)c([N+](=O)[O-])c1 (centres undefined)
16	COc1ccccc1C(CNC(=O)c1cccc(NS(=O)(=O)c2ccc(Br)cc2)c1)N(C)C (centres undefined)
17	CC(=O)Nc1ccc(/C(C)=N/NC(=O)CN(c2ccccc2Br)S(C)(=O)=O)cc1
18	COc1ccc(CCC(=O)Nc2ncc(C)s2)cc1
19	Cc1ccc(C(=O)Nc2cccc(C(=O)N3CCOCC3)c2)cc1Cl
20	COc1ccc(NC(=O)CCCN2C(=O)C(c3ccccc3)Oc3cccnc32)cc1OC (centres undefined)

assay / entry	11	12	13	14	15	16	17	18	19	20
M1 PAM parental	10	-4	17	19	-10	8	13	6	17	10
TAAR1 agonist	1	-1	2	13	10	34	1	2	2	0
CRFBP-R2 agonist	-2.5	-1.4	-0.3	-1.2	-0.7	14	-1.4	-2.9	-1.4	-0.9
CHRM4 PAM	1	4	5	-4	6	-15	-3	0	-2	3
CRFBP-R2 block	-9	30	14	23	-4	-20	0	-20	5	0
CHRM5 PAM	-2	-8	0	-4	3	-29	1	2	-6	-6
M5 ag	0	0	0	-5	4	-4	-2	-3	-1	-2
TAAR1 antagonist	-16	12	-12	-3	12	26	-6	-9	5	-8
CHRM5 antagonist	-5	5	7	1	5	94*	1	4	-3	-9

21	c1ccc2c(CN3CCCCC3)csc2c1
22	Cc1ccccc1C(=O)NC(=S)Nc1sc2c(c1C#N)CCCC2
23	CC1(OC(=O)C2CCCC2)C(=O)C=C2C=C(c3ccc(C#N)cc3)OC=C2C1=O (centres undefined)
24	COCCCn1c(=O)/c(=C\c2ccccc2OC(F)F)s/c1=C(/C#N)C(=O)NCCOC
25	CCCCNC(=O)C1(C)CCN1Cc1ccc(C(=O)OCC)cc1 (centres undefined)
26	COc1cc(C2C(C#N)=C(N)N(N(C)C)C3=C2C(=O)CC(C)(C)C3)cc(OC)c1OC (centres undefined)
27	CN1C[C@@H]2[C@@H]3C(=O)N(Cc4ccccc4)C(=O)[C@@H]3[C@](Cc3ccccc3)(C1=O)N2C(=O)c1ccc(C(C)(C)C)cc1
28	N#C/C(=C/c1ccccc1)C(=O)NCc1ccccc1
29	O=C(Nc1ccc(OCC(=O)N2CCOCC2)cc1)c1cc(F)c(F)cc1Cl
30	CSc1nnc(C)c(/C=C/Nc2ccc(F)cc2)n1

assay / entry	21	22	23	24	25	26	27	28	29	30
M1 PAM parental	22	11	-1	25	12	2	-7	4	-1	0
TAAR1 agonist	9	16	5	0	-1	0	42*	3	2	68*
CRFBP-R2 agonist	96*	8.7	2.4	-1.1	x	1.1	3.7	-1.8	2.4	22
CHRM4 PAM	-4	21	-1	6	10	9	1	-3	-4	-3
CRFBP-R2 block	35	-35	-10	14	x	-4	-18	-31	-6	-52
CHRM5 PAM	4	-3	14	-4	-2	-3	-5	3	-3	-4
M5 ag	-9	0	4	1	-1	-3	7	1	2	-1
TAAR1 antagonist	-1	8	13	-2	-4	-22	17	-15	-18	32
CHRM5 antagonist	3	9	-7	6	1	3	9	-9	2	-10

31	Nc1c2c(nc3cccc(Cl)c13)N(c1ccccc1)CC2
32	COc1ccc(-c2nn(-c3ccccc3)cc2CNC[C@H]2O[C@@H](n3cnc4c(=O)[nH]c(N)nc43)[C@H](O)[C@@H]2O)cc1
33	COc1ccc(C=NNC(=S)NC23CC4CC(CC(C4)C2)C3)cc1OC
34	COc1ccccc1CNC(=O)C1(C)CCCCN1C (centres undefined)
35	O=C(c1ccc(S(=O)(=O)NCC2CCCO2)cc1)N1CCN(c2ccccc2F)CC1 (centres undefined)
36	CCOC(=O)c1cc(-c2cc3ccccc3o2)n[nH]1
37	O=c1ccn(Cc2ccccc2)c(SCc2ccccc2)n1
38	CCOc1ccc(N=C2NC(=O)C(CC(=O)Nc3ccc(OC)cc3)S2)cc1 (centres undefined)
39	O=C(c1ccc2c(c1)OCO2)N1CCN(CCN2C(=O)c3cccc4cccc(c34)C2=O)CC1
40	O=C(N/N=C\c1ccc(Cl)s1)c1cccs1

assay / entry	31	32	33	34	35	36	37	38	39	40
M1 PAM parental	26	6	-4	-1	-12	-5	-6	20	6	18
TAAR1 agonist	28	4	1	1	-1	14	7	8	4	11
CRFBP-R2 agonist	0.8	x	22	x	-1.3	-0.2	0.1	0.8	-1.1	-1.6
CHRM4 PAM	3	15	-4	-3	-4	7	-1	6	5	-1
CRFBP-R2 block	-2	x	11	x	-13	-10	-8	1	-7	-8
CHRM5 PAM	2	10	-2	-14	-6	-3	5	-1	2	-3
M5 ag	-2	1	0	-10	2	0	5	-2	2	-4
TAAR1 antagonist	-10	-5	-9	-20	19	-13	-12	-3	-10	6
CHRM5 antagonist	5	0	5	13	7	3	3	3	8	-1

41	O=C(O)COc1ccccc1/C=N/NC(=O)c1cccc(S(=O)(=O)Nc2cccc(Cl)c2)c1
42	COc1ccc(Cn2c(C)c(C)c(C#N)c2NC(=O)Nc2ccc(F)cc2)cc1
43	CNC(=O)C(=O)Nc1ccc(C)cc1C
44	CCc1ccc(S(=O)(=O)Nc2nnc(N)s2)cc1
45	Cc1cc(OCc2nc(N)nc(N)c2-c2ccc(Cl)c(Cl)c2)ccc1[N+](=O)[O-]
46	Cc1ccc(S(=O)(=O)N2C[C@@H]3CCCC[C@@H]3[C@@H](C)[C@H]2CC(=O)c2ccccc2)cc1
47	O=C(NCCCn1ccnc1)/C(=C\c1cccnc1)NC(=O)c1cccc(Br)c1
48	Cc1noc(C(=O)N2CCN(c3ccc(F)cc3)CC2)c1Cl
49	Cc1ccc(C(=O)Nc2nnc(COCCO)s2)cc1
50	CC(C)(C)n1nnnc1C(c1cc2cc3c(cc2[nH]c1=O)OCO3)N1CCN(c2ccccc2)CC1 (centres undefined)

assay / entry	41	42	43	44	45	46	47	48	49	50
M1 PAM parental	2	13	8	20	18	15	16	14	2	17
TAAR1 agonist	9	11	0	2	14	1	3	0	3	6
CRFBP-R2 agonist	3.0	-0.7	-1.4	-0.6	-0.2	6.4	4.4	0.2	x	-0.3
CHRM4 PAM	-3	-9	2	0	6	4	-5	3	-2	18
CRFBP-R2 block	2	-11	9	4	-24	24	-30	1	x	-10
CHRM5 PAM	4	-27	-3	3	16	-3	0	-6	-1	3
M5 ag	0	-2	-2	-2	3	1	1	2	-2	-2
TAAR1 antagonist	-14	-3	19	-18	7	2	-8	-6	-19	-10
CHRM5 antagonist	-4	8	6	-1	-8	-7	-3	6	6	2

51	COC(=O)c1cc(-c2ccccc2)nc2nc(SC)[nH]c(=O)c12
52	COc1cc(C(CCN2CCCC2)c2c(OC)cc(OC)c3c(C)cc(=O)oc23)cc(OC)c1OC (centres undefined)
53	CC1(C(=O)NS(=O)(=O)c2ccccc2Cl)CCN1C(=O)C1CCCCC1 (centres undefined)
54	COc1ccc(C(Cl)=C(c2ccc(OC)cc2)c2ccc(OC)cc2)cc1

assay / entry	51	52	53	54
M1 PAM parental	4	0	3	12
TAAR1 agonist	0	3	2	0
CRFBP-R2 agonist	-0.9	1.5	x	-1.1
CHRM4 PAM	-4	10	7	-3
CRFBP-R2 block	3	3	x	-6
CHRM5 PAM	-4	11	0	2
M5 ag	-2	-9	0	0
TAAR1 antagonist	-8	6	-20	7
CHRM5 antagonist	9	3	0	-5

# Four entries from above, as labelled records.
30) CSc1nnc(C)c(/C=C/Nc2ccc(F)cc2)n1
  M1 PAM parental: 0 | TAAR1 agonist: 68* | CRFBP-R2 agonist: 22 | CHRM4 PAM: -3 | CRFBP-R2 block: -52 | CHRM5 PAM: -4 | M5 ag: -1 | TAAR1 antagonist: 32 | CHRM5 antagonist: -10
31) Nc1c2c(nc3cccc(Cl)c13)N(c1ccccc1)CC2
  M1 PAM parental: 26 | TAAR1 agonist: 28 | CRFBP-R2 agonist: 0.8 | CHRM4 PAM: 3 | CRFBP-R2 block: -2 | CHRM5 PAM: 2 | M5 ag: -2 | TAAR1 antagonist: -10 | CHRM5 antagonist: 5
32) COc1ccc(-c2nn(-c3ccccc3)cc2CNC[C@H]2O[C@@H](n3cnc4c(=O)[nH]c(N)nc43)[C@H](O)[C@@H]2O)cc1
  M1 PAM parental: 6 | TAAR1 agonist: 4 | CRFBP-R2 agonist: x | CHRM4 PAM: 15 | CRFBP-R2 block: x | CHRM5 PAM: 10 | M5 ag: 1 | TAAR1 antagonist: -5 | CHRM5 antagonist: 0
33) COc1ccc(C=NNC(=S)NC23CC4CC(CC(C4)C2)C3)cc1OC
  M1 PAM parental: -4 | TAAR1 agonist: 1 | CRFBP-R2 agonist: 22 | CHRM4 PAM: -4 | CRFBP-R2 block: 11 | CHRM5 PAM: -2 | M5 ag: 0 | TAAR1 antagonist: -9 | CHRM5 antagonist: 5
